Screens: PubChem, Sanford-Burnham Center for Chemical Genomics
SENP6 inh: SENP6 protease inhibitors, primary screen, biochemical, luminescence, uHTS | 330,000 tested, 1.8% active | Sentrin-specific protease 6 (Homo sapiens), Q9GZR1 | Recombinant SENP6 catalytic domain, aminoluciferin luminescence | inhibition, % at 10 µM;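 active means inhibition above about 50% at the single tested dose, limit read from the data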;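 further: plate controls were DMSO wells with enzyme for no effect and DMSO wells lacking enzyme for full effect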
UBC13 inh: UBC13 polyubiquitin chain formation inhibitors, primary screen, biochemical, TR-FRET, uHTS; Ubiquitin-conjugating enzyme E2 N (Homo sapiens), P61088; inhibition, % at 20 µM; 330,000 tested, 0.47% active; AID 485273, 2010; in the data active means inhibition above about 45%, passing the limit was not always enough; inconclusive means no clear call, values can overlap the other calls
Target sequence (P61088 whole entry, looked up): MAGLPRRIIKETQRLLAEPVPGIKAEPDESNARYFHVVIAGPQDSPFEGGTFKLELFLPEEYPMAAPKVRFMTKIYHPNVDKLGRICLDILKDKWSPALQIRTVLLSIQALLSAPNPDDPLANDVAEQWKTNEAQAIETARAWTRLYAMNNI
Apaf1 inhib: inhibitors of human Apaf-1 apoptosome, primary screen, biochemical, DEVD-Rh110 fluorescence, uHTS; inhibition, % at 20 µM; Apoptotic protease-activating factor 1 (Homo sapiens), O14727; 330,000 tested, 0.71% active; AID 489030, 2010; reconstituted apoptosome caspase-3 activity; active means inhibition of at least 40% at 20 µM;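 further: plate controls were DMSO wells for no effect and DEVD-CHO caspase inhibitor wells for full effect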
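detection = Rh110 fluorescence intensity | test system = biochemical Apaf-1 apoptosome reconstitution | also added = cytochrome c and DEVD-Rh110 substrate | schedule = 30 min plus 50 min, RT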
SENP8 block-1: human SENP8 protease inhibitors, primary screen, biochemical, fluorescence, Nedd8 protein substrate, uHTS; AID 602440, 2012; 360,000 tested, 0.64% active; recombinant SENP8; inhibition, % at 20 µM; in the data active means inhibition mostly above about 40%, no sharp cut-off; inactive means mostly below about 27%
Target sequence (Q96LD8 whole entry, looked up): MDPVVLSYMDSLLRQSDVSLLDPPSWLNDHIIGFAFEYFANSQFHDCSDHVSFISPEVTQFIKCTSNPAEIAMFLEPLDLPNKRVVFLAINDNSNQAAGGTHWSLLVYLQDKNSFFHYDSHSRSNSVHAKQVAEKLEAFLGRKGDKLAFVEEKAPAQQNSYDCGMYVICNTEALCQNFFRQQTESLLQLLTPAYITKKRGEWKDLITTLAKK
A3G deaminase: APOBEC3G DNA deaminase inhibitors, primary screen, biochemical, fluorescence, single-stranded DNA substrate, uHTS | recombinant A3G, ssDNA deamination FAM/TAMRA fluorescence | inhibition, % at 20 µM | 330,000 tested, 0.28% active;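 active means inhibition of at least 40% at 20 µM, with no more than 30% in the related APOBEC3A deaminase screen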;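 further: plate controls were DMSO wells with A3G for no effect and wells lacking A3G enzyme for full effect; some compounds called inactive have numbers as strong as hits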
SENP7 block: SENP7 protease inhibitors, primary screen, biochemical, luminescence, uHTS | 330,000 tested, 1.5% active | recombinant SENP7, Z-RLRGG-aminoluciferin luminescence, 40 min | inhibition, % at 5 µM;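 active means inhibition above about 50% at the single test dose, limit read from the data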;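 further: plate controls were DMSO with enzyme for no effect and no enzyme buffer wells for full effect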
Target sequence (Q9BQF6 706-1050 limits assumed): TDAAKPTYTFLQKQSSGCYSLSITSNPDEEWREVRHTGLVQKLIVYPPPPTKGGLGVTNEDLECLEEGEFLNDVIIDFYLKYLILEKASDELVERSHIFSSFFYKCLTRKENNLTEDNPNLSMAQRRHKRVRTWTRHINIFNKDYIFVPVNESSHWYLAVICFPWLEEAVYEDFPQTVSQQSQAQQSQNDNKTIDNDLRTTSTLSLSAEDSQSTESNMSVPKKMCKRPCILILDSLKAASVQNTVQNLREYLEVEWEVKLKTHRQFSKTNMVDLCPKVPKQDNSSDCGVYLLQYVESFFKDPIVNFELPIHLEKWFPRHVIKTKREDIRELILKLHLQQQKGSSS
SENP1 FRET inh: human SENP1 catalytic domain inhibitors, primary screen, biochemical, FRET, uHTS; recombinant SENP1 catalytic domain, CyPet-SUMO1-YPet FRET cleavage; inhibition, % at 10 µM; Sentrin-specific protease 1 (Homo sapiens), Q9P0U3; 360,000 tested, 0.21% active;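 active means inhibition at least 30% at 10 µM, raw YFP signal under a set limit, fluorescence ratio 0.5 to 1.5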;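 further: 0% = enzyme with DMSO and 100% = no enzyme wells; some results filed as inactive read as strong as hits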
Target sequence (Q9P0U3 419-644 limits assumed): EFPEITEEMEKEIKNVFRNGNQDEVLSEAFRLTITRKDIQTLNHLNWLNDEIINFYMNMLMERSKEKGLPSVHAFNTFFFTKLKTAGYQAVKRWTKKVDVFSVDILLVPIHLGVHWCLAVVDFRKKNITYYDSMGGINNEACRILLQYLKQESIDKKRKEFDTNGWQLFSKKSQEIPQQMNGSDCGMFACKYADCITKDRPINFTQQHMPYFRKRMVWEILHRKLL
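Test system: recombinant human SENP1 catalytic domain, His6-tagged / Medium: pH 8 Tris buffer with EDTA, NaCl, BME, BSA, NP40, catalase / Also added: SUMO1 FRET substrate flanked by Cypet and Ypet, 25 nM / Times: 50 min reaction at room temperature / Signal: FRET, CFP and YFP emission / Control set: no-enzyme low control and enzyme-plus-DMSO high control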
SENP8 block-2: SENP8 protease inhibitors, primary screen, biochemical, luminescence; 330,000 tested, 1.2% active; AID 2540, 2010; Sentrin-specific protease 8 (Homo sapiens), Q96LD8; inhibition, % at 10 µM; purified SENP8, Z-RLRGG-aminoluciferin cleavage; in the data active means inhibition above about 50%
Starred values were filed as active, the others as inactive; i = inactive; u = inconclusive.

The line under a structure holds: SENP8 block-1	SENP1 FRET inh	SENP8 block-2	A3G deaminase	SENP6 inh	Apaf1 inhib	SENP7 block	UBC13 inh
COCc1ccc(C(=O)N2CCCC(Nc3ccc(F)c(F)c3)C2)s1 (configuration not stated)
  4	1	0	3	-5	-3	15	-12
CCOC(=O)C1[C@H]2C(=O)N(CCCOC)C[C@]23C=C[C@H]1O3 (some centres not stated)
  12	0	-4	0	4	-9	-2	8
COc1ccc(NC(=O)COC(=O)Cc2coc3cc(OC)ccc23)c(OC)c1
  -10	2	-16	-8	-13	21	-7	-2
Cc1cc(C)c(S(=O)(=O)N2CCCC(C(=O)NCc3cccnc3)C2)c(C)c1 (configuration not stated)
  11	1	6	-5	3	8	-7	-1
COc1cccc(CCNC(=O)C2CCC(=O)N(C3CC3)C2)c1OC (configuration not stated)
  13	1	3	-3	12	-9	3	-3
Cc1ccc(OCC(=O)NC(=S)Nc2ccc(S(=O)(=O)Nc3cc(C)on3)cc2)c(Br)c1
  4	0	-8	-4	0	7	-4	-13
CC(=O)Nc1ccc(C(=O)Nc2ccc(S(=O)(=O)N3CCCC3)cc2)cc1
  -8	1	-11	-7	12	2	-6	2
O=C(/C=C\c1ccco1)Nc1nc(-c2ccc3ccccc3c2)cs1
  -265	-4	0	-1	5	4	-3	-2
CCCN1C(=O)SC(CC(=O)Nc2ccccc2C)C1=O (configuration not stated)
  12	-1	0	-4	-6	1	6	6
CCc1nn(C(C)C(=O)NC(C)CCc2ccco2)c(=O)c2cc3occc3n12 (configuration not stated)
  13	-5	-5	-2	-13	5	-9	-14
Cc1ccc(S(=O)(=O)N2CCCCC2)cc1C(=O)Nc1ccc2cn[nH]c2c1
  9	-9	-13	-1	-7	4	-3	-7
CCOC(=O)c1ccc(N2CSC3=C(C#N)C(c4ccc(OC)cc4OC)CC(=O)N3C2)cc1 (configuration not stated)
  52*	0	-7	4	-14	50*	13	-12
N#Cc1cn(-c2ccccc2)nc1-c1ccc2c(c1)OCCO2
  -22	2	-1	-6	-9	-15	2	10
COc1cccc(CC(=O)Nc2nc(C)cs2)c1
  -5	-2	3	-3	-4	1	8	5
O=C(NCCc1ccc2c(c1)OCCO2)c1cc(F)cc(F)c1
  13	1	-2	-7	20	-3	-3	-1
CC(=O)c1ccc(S(=O)(=O)Nc2ccc(C(=O)NCC(c3ccccc3)N(C)C)cc2)cc1 (configuration not stated)
  0	1	6	-11	3	-18	-3	2
CC1Cc2cc(C3(O)C(=O)c4ccccc4C3=O)ccc2N1 (configuration not stated)
  17	0	-4	0	-51	-4	-9	0
CC(=O)Nc1ccc(C(=O)CSc2nnc(Cc3ccccc3)o2)cc1
  16	-1	-6	-7	3	-6	-8	-8
CCCCC(=O)Nc1ccc(NC(=O)c2ccccc2OC)cn1
  6	1	-8	-2	-11	0	-1	8
Cc1ccc(-n2c(C)nc3c(cnn3-c3ccccc3Cl)c2=O)cc1C
  10	-1	-7	-2	1	9	-4	-16
CCOC(=O)N1CCN(C(=S)NC(=O)c2cc(Br)ccc2Cl)CC1
  23	2	1	-5	-13	-10	11	-5
CC(SC(=S)N1CCOCC1)C(=O)O (configuration not stated)
  17	1	-3	-2	-1	4	-3	-7
Cc1nnc(SCC(=O)N(C)Cc2ccccc2)[nH]c1=O
  6	0	-1	0	-17	1	2	2
O=C(NCC1CC1)c1onc(CSc2ccccc2)c1C(=O)NCC1CC1
  13	2	1	1	-12	15	-5	11
COc1ccc(-c2nc(C#N)c(N3CC(C)OC(C)C3)o2)cc1OC (configuration not stated)
  i	0	-2	0	-6	3	7	20
COc1ccc(NC(=O)CSc2ccc(-c3sc(C)nc3C)nn2)cc1
  2	1	2	0	0	0	-10	-1
CCNC(=O)c1ccccc1CCc1ccccc1
  9	1	-3	0	-23	11	-7	-9
CC(CN1CCOCC1)OC(=O)c1ccccc1Cl (configuration not stated)
  3	3	-7	1	20	3	1	4
CN(C(=O)Cn1c(Cl)nc2c1c(=O)n(C)c(=O)n2C)C1CCS(=O)(=O)C1 (configuration not stated)
  9	3	-4	2	-13	-10	0	-4
O=C(O)CSc1c(-c2ccccc2)[nH]c2ccccc12
  -106	-2	-8	-2	-11	8	-12	-27
Cc1ccc(OCc2cc(C(=O)N(C)CCc3ccccc3)no2)cc1C
  4	2	-10	-10	5	28	-4	-1
O=C(Nc1ccc(OCc2ccccc2)cc1)c1cccnc1
  4	0	2	-2	3	1	32	-1
N#Cc1nc(COc2ccc(F)cc2)oc1NCCN1CCOCC1
  10	0	-2	-2	-15	3	-1	-2
Cc1ccc(NC(=O)CSCc2n[nH]c(=O)[nH]2)c(Br)c1
  11	-1	0	-4	7	-11	4	6
COc1ccc(N(CC(=O)N2CCN(c3ccc(F)cc3)CC2)S(=O)(=O)c2c(C)n[nH]c2C)cc1
  9	1	-4	11	-30	9	7	-2
COc1ccccc1C(=O)NCCc1c(C)[nH]c2c(C)ccc(F)c12
  0	1	-1	-7	6	4	-1	10
O=C(c1ccc2ccccc2n1)N1CCN(c2ccccc2Cl)CC1
  -19	0	-2	-7	6	11	5	7
COc1cc(Cl)cc(C2NC(=O)NC(C)=C2C(C)=O)c1OCC(=O)O (configuration not stated)
  7	-1	8	7	1	-20	-7	5
CC(NCCC(c1ccccc1)c1ccccc1)c1ccccc1 (configuration not stated)
  15	1	4	-7	-18	27	-4	38
CCOc1ccc(N(CC(=O)NCc2ccc(Cl)cc2)S(=O)(=O)c2c(C)noc2C)cc1
  13	0	0	-11	1	9	3	2
COCCn1c(SCC(=O)NNC(=O)c2cc(Cl)ccc2OC)nnc1-c1ccncc1
  -38	-4	0	-3	-7	49*	8	35
CCOC(=O)c1ccccc1NC1c2ccccc2C(=O)N1c1cc(C)ccn1 (configuration not stated)
  -403	3	-18	-15	0	25	-8	6
O=C(NCC1CCCO1)C(c1cccs1)N(Cc1cccs1)C(=O)Cn1nnc(-c2cccs2)n1 (configuration not stated)
  22	2	-2	2	-12	1	8	-4
CCS(=O)(=O)N1CCC(C(=O)NCc2ccc(OC)cc2)CC1
  8	1	2	-4	-14	-4	-1	3
Cn1cnc([N+](=O)[O-])c1Nc1ccc(O)cc1
  30	0	3	-3	-14	-5	5	6
CCC(c1nnnn1CCOC)N1CCN(c2cccc(C(F)(F)F)c2)CC1 (configuration not stated)
  17	-2	5	-7	3	1	-2	3
CN(C)CCCn1c(=O)n(C2CCCCC2)c(=O)c2c3c(sc21)CCCCC3
  17	1	7	-1	11	0	8	16
Cc1ccc(S(=O)(=O)N2CCOCC2)cc1NC(=O)COC(=O)Cc1ccccc1
  0	1	6	-6	11	-4	4	4
Cc1ccc(S(=O)(=O)Oc2ccccc2/C=N/Nc2ccc(C(=O)O)cc2)cc1
  -239	-16	-1	-10	24	-10	3	16
COc1ccc(-c2csc3ncnc(N4CCN(c5ccccc5Cl)CC4)c23)cc1
  -9	-5	3	-1	-12	6	5	6
COc1ccc(-n2nnnc2/C=C\Nc2ccccc2C(=O)c2ccccc2)cc1
  10	-2	0	-4	8	17	7	-10
Cc1ccc(N=c2ssnc2Cl)cc1
  28	1	-7	73*	-8	6	-6	-8
COc1ccc(-c2nn(-c3ccccc3)cc2/C=N/O)cc1
  14	1	-1	-1	-12	10	12	15
Cc1nn(C)c(C)c1NC(=O)Nc1ccc(Cl)c(Cl)c1
  24	2	-7	-3	15	-9	2	3
CCCc1nn2c(=O)cc(CSCC(=O)Nc3ccc(F)cc3)nc2s1
  12	0	-3	0	-2	7	6	-1
COC(=O)Nc1ccc(S(=O)(=O)Nc2ncccn2)cc1
  6	0	4	-6	-13	-19	-1	6
CCC(=O)Nc1sc2c(c1C(=O)N(C)C)CCCCC2
  8	-2	-2	-2	-11	-5	1	6
CCCCOC(=O)Nc1nc(CC(=O)OCC)cs1
  4	0	-7	-12	-12	-5	-3	-1
O=C(Cn1cncn1)NCc1ccccc1Br
  16	1	0	3	-12	-4	11	-14
CCCn1nc(NC(=O)c2cccs2)c2cc3cccc(C)c3nc21
  -351	-37	6	-2	-5	7	3	7

Gathered by group, the entries above with an NH in an aromatic ring (6)
The line under a structure holds: SENP8 block-1	SENP1 FRET inh	SENP8 block-2	A3G deaminase	SENP6 inh	Apaf1 inhib	SENP7 block	UBC13 inh
Cc1ccc(S(=O)(=O)N2CCCCC2)cc1C(=O)Nc1ccc2cn[nH]c2c1
  9	-9	-13	-1	-7	4	-3	-7
Cc1nnc(SCC(=O)N(C)Cc2ccccc2)[nH]c1=O
  6	0	-1	0	-17	1	2	2
O=C(O)CSc1c(-c2ccccc2)[nH]c2ccccc12
  -106	-2	-8	-2	-11	8	-12	-27
Cc1ccc(NC(=O)CSCc2n[nH]c(=O)[nH]2)c(Br)c1
  11	-1	0	-4	7	-11	4	6
COc1ccc(N(CC(=O)N2CCN(c3ccc(F)cc3)CC2)S(=O)(=O)c2c(C)n[nH]c2C)cc1
  9	1	-4	11	-30	9	7	-2
COc1ccccc1C(=O)NCCc1c(C)[nH]c2c(C)ccc(F)c12
  0	1	-1	-7	6	4	-1	10

Next structures follow.
The line under a structure holds: SENP8 block-1	SENP1 FRET inh	SENP8 block-2	A3G deaminase	SENP6 inh	Apaf1 inhib	SENP7 block	UBC13 inh
CCCCNC(=O)CS(=O)Cc1nc(-c2ccc(C)cc2)oc1C (configuration not stated)
  11	0	12	-4	-22	0	-6	2
CCCCOCCCNC(=O)c1ccc(OCC)cc1
  11	-1	5	-8	7	-9	-1	4
O=C(Nc1cc(S(=O)(=O)N2CCCCC2)ccc1Cl)c1ccc(F)cc1
  13	1	-11	-7	-15	17	-5	-1
CCOc1ncccc1C(=O)Nc1cc(S(=O)(=O)N2CCOCC2)ccc1OCC(F)(F)F
  -10	0	0	-3	-4	11	-1	u
COc1ccc(CCNCc2ccccc2N2CCCC2)cc1
  9	1	7	-7	8	6	2	9
O=C1CSc2ccc(C(=O)NCC(c3ccco3)N3CCCCC3)cc2N1 (configuration not stated)
  7	0	-10	-18	-20	12	-9	-5
CC(C)C(c1nnnn1C1CCCC1)N1CCCCC1 (configuration not stated)
  22	2	-3	-8	-12	7	-9	-12
COC(=O)c1cc(NC(=O)Cn2c(=O)cnc3ccccc32)cc(C(=O)OC)c1
  -128	2	3	-1	0	-11	1	-7
COc1ccc2c([N+](=O)[O-])c(N3CCCC3)[nH]c2c1
  -239	0	16	-4	1	11	3	-6
Cc1cc(/C=C2\C(=N)N3N=C(c4ccco4)SC3=NC2=O)c(C)n1Cc1ccccc1
  -166	-32	-4	2	-1	6	-10	-4
Cc1ccc(C(=O)N2CC(=O)Nc3ccc(F)cc3C2c2ccc(F)cc2)cc1 (configuration not stated)
  4	-1	0	-8	-10	11	-3	2
CC[C@]12c3[nH]c4ccccc4c3CCN1C(=O)C(CC(=O)NCCCN(C)C)C[C@@H]2C(=O)N1CCN(C(=O)c2ccco2)CC1 (some centres not stated)
  -7	-3	-6	-7	-30	2	12	20
